Menin MLL FP TR: displaces Texas Red mutant MLL peptide from human menin; O00255; Menin + Texas Red MLL mutant peptide, fluorescence polarization; Potency, µM (doses to about 61.6 µM), for inactives: top-dose FP activity change, negative = inhibition, usual class: inhibitors; 270,000 tested, 0.23% active; AID 1768; active means well fitted inhibition curve with a large enough effect in the polarisation, with a control signal flat, not every such curve was filed as active; inconclusive means small, poorly fitted or top-dose-only effect, or effect the other way, or a change in a side signal; inactive means no such curve, though single readings can be large or run the other way; the % refers to the polarisation; further: potency means the concentration at half of the fitted maximal effect; % of control where 0% means no effect; many of its hits are not listed in these tables
Coupling enz: inhibits coupling enzyme system, counter-screen for aldolase hits | coupling enzyme system counterscreen, AmpLite Red fluorescence | activity change, negative = inhibition, % at 58.2 µM, hits read low | 290,000 tested, 0.67% active; in the data active means activity change below about -30%; further: on the % scale 0 is the no-effect control and ±100 the full control effect
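Counterscreen of the coupled detection system alone, without aldolase: glyceraldehyde-3-phosphate coupling enzymes plus AmpLite Red readout. Compounds at 57.5 uM final, 10 min RT preincubation, 20 min RT reaction, fluorescence 525/598 nm.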
USP2a block: inhibitors of human ubiquitin-specific protease USP2a; O75604; USP2 core, Ub-CHOP2 coupled fluorogenic reporter, 485/531; Potency, µM (titrated, usually from 38.3 µM), without a hit: at the top dose activity change, negative = inhibition, most hits filed as inhibitors; 330,000 tested, 0.01% active;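 further: potency means the concentration at half of the fitted maximal effect; plate controls were DMSO wells for no effect and full inhibition by NEM control for full effect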
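Cell-free coupled assay: 10nM USP2 core preincubated 30min RT with compound in Tris-HCl pH 8.0/CaCl2/CHAPS buffer, then 25nM Ub-CHOP2 and 25nM reporter substrate; fluorescence (Ex 485/Em 531) read after 60min RT, normalized to NEM inhibition, concentration-response curves fitted.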
PKM2 act: activators of human pyruvate kinase M2; P14618; purified PKM2, Kinase-Glo ATP luminescence, activation; response scale: 0% is enzyme alone, no compound; Potency, µM (highest dose often 57.5 µM), for the others: at the highest dose activation, usual class: activators; 260,000 tested, 0.34% active; further: potency means the concentration at half of the fitted maximal effect; on the % scale 0 is the no-effect control and ±100 the full control effect; nearly all actives have a fitted effect of over 55% in size
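Purified hPK-M2 (>95%) run at intermediate activity with 0.1 mM ADP and 0.5 mM PEP in 50 mM imidazole pH 7.2, KCl, MgCl2; 1 h room temperature. ATP formed read by Kinase-Glo luminescence; normalized to uninhibited and no-enzyme controls.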
MLL CXXC-DNA inh: MLL CXXC-DNA interaction inhibition. Q03164. MLL-CXXC / FITC-HOXA9 DNA fluorescence polarization. Potency, µM (series often up to 115 µM), inactives show at the top dose activity change, negative = inhibition, hits mostly inhibitors. 290,000 tested, 0.037% active. AID 2662; active means well fitted inhibition curve with a large enough effect in the polarisation, with a control signal flat, not every such curve was filed as active; inconclusive means small, poorly fitted or top-dose-only effect, or effect the other way, or a change in a side signal; inactive means no such curve, though single readings can be large or run the other way; the % refers to the polarisation; further: potency means the concentration at half of the fitted maximal effect
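Purified MLL-CXXC (added from a 7 uM solution) was preincubated 5 min at ambient with pinned compounds in 50 mM Tris-HCl pH 7.5, 50 mM NaCl, 1 mM DTT, 0.05% BSA. Fluorescein-labeled HOX-A9 DNA (50 nM solution) followed, 30 min, then polarization read.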
GALK inh: blocks human galactokinase activity. 270,000 tested, 0.007% active. Purified GALK, Kinase-Glo residual ATP luminescence. Potency, µM (doses to about 57.5 µM), for inactives: at the highest dose activity change, negative = inhibition, actives largely listed as inhibitors; further: potency means the concentration at half of the fitted maximal effect; on the % scale 0 is the no-effect control and ±100 the full control effect
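ATP-depletion format; final 35 uM ATP, 100 uM D-galactose, 5 nM enzyme; pH 8.0 HEPES/Mg2+ buffer; 60 min RT; luminescence read 10 min after detection reagent.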
KCNH2 3.1 inh: blocks the human KCNH2 3.1 channel isoform | 340,000 tested, 0.95% active | U2OS KCNH2 3.1, thallium flux FluxOr; hits give low values | activity change, % (tested at about 1.8 µM) | AID 720553;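 active means maximum activity change below -70%; inconclusive means maximum activity change from -70% to -50%; inactive means maximum activity change above -50%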;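 further: thallium influx rate constant from kinetic fluorescence after stimulation buffer; on the % scale 0 is the no-effect control and ±100 the full control effect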
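Steps: virus added to U2OS suspension (4 h, RT, dark); medium with 10% FBS added, cells plated, 37 C overnight; FluxOr/Red40 loading buffer 45 min RT; stimulation buffer, 2 min kinetic read; rate constant normalized.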
TRPV1 ag: human TRPV1 agonism; Q8NER1; TRPV1-expressing cells, Fluo-8 calcium influx, agonist mode; activation, % at 8.33 µM; 320,000 tested, 0.19% active; AID 540275; in the data active means activation above about 80%; inconclusive means between about 30% and that limit; further: 0% is about no effect
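Fluo-8 calcium influx in TRPV1-expressing cells, kinetic read (ex 480/em 520 nm). Compound added and read 3 min for agonist activity, followed by capsaicin at EC20 final and 2 min further read for enhancement.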
B2AR arrestin: beta2AR (human) beta-arrestin recruitment activity | P07550 | Potency, µM (doses to about 46.1 µM), inactives show top-dose activation, most hits filed as activators | beta-arrestin recruitment to beta2AR, cell-based reporter | 330,000 tested, 0.02% active | AID 492947;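 further: potency means the concentration at half of the fitted maximal effect; 0% = DMSO controls and full agonism = EC100 isoproterenol or metaproterenol; nearly all actives have a fitted effect of over 65% in size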
Giardia kill: kills Giardia lamblia | Giardia lamblia trophozoite viability | activity change, % at 7.66 µM, hits read low | 340,000 tested, 0.15% active | AID 540267; in the data active means activity change below about -80%; inconclusive means between about -30% and that limit;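 further: parasites exposed to compound for two days anaerobically before the ATP read; on the % scale 0 is the no-effect control and ±100 the full control effect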
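Anaerobic 48 hrs incubation at 37 deg C of 100 trophozoites/well with test compounds; ATPLite 1-Step luminescence, 15-30 min RT, reports cellular ATP as viability.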
KCNH2 WT inh: blocks the wildtype human KCNH2 potassium channel. Q12809. U2OS, BacMam KCNH2, thallium flux FluxOr; hits give low values. activity change, % at 1.84 µM. 340,000 tested, 0.37% active. AID 720551;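 active means maximum activity change below -70%; inconclusive means maximum activity change between -70% and -50%; inactive means maximum activity change above -50%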; further: on the % scale 0 is the no-effect control and ±100 the full control effect
Target sequence (Q12809 whole entry, looked up): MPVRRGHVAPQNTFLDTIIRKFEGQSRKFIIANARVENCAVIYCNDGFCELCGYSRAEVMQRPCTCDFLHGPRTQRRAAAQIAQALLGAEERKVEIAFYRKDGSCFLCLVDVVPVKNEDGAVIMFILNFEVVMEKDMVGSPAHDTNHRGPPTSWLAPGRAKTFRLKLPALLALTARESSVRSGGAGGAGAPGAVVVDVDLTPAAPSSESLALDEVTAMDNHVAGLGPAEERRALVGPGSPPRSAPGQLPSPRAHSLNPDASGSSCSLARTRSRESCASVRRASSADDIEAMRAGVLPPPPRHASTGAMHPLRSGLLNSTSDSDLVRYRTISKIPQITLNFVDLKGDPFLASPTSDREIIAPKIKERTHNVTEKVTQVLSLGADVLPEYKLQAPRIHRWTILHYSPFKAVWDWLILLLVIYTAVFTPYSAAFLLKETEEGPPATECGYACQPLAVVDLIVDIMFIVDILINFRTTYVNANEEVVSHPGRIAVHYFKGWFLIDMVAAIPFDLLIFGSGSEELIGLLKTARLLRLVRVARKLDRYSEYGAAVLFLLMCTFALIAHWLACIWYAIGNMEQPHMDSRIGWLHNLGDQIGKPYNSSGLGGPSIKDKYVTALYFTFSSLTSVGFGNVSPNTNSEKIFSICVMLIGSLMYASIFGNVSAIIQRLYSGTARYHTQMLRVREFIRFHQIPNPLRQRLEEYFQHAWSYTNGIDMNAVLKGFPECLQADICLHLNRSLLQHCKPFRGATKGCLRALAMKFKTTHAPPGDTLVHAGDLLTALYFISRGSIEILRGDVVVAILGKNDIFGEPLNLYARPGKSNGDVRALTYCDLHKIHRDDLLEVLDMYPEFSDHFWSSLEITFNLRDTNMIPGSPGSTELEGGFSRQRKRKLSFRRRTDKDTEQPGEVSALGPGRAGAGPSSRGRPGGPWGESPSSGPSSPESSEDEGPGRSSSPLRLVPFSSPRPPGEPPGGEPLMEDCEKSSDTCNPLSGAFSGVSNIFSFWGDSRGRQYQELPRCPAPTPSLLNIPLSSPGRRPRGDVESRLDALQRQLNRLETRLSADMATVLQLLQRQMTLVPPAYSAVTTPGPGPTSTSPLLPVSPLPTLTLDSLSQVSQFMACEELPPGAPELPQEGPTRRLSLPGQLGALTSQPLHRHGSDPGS
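U2OS cells were transduced with wild-type KCNH2 virus (2.03 x 10^8 / mL) for 4 h at room temperature, then cultured overnight at 37 C. Thallium flux was read with FluxOr dye. Rate constants were normalized to DMSO controls.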
The depositor's hits bear a star; ? = inconclusive; . = not tested or not shown; [ ] = dose if it differs, or a comment. Unless noted, the call rests on the fitted dose curve; in most records, active means well fitted curve in the direction sought with a large enough effect; inconclusive means small, poorly fitted or top-dose-only effect, or another doubt; inactive means no such curve, though single readings can be large; an effect the other way counts as inactive or inconclusive. Some of the compounds tested (hit frequency here may not be typical).

item	structure	Giardia kill	Coupling enz	KCNH2 WT inh	GALK inh	MLL CXXC-DNA inh	KCNH2 3.1 inh	USP2a block	Menin MLL FP TR	TRPV1 ag	PKM2 act	B2AR arrestin
1	Cc1ccc2nc(SCn3nnc4ccccc4c3=O)[nH]c2c1	2	1	7	1%	1%	-3	2%	11%	-2	-2%	-1.9%
2	CS(=O)(=O)N1Cc2ccccc2CC1C(=O)OCC(=O)NCc1ccccc1 (stereo not given)	-13	.	11	.	.	4	0%	.	.	.	-0.1%
3	O=C(Cn1nnc(-c2cccs2)n1)NCc1ccco1	-17	-1	-2	-1%	-1%	-1	3%	3%	-1	0%	-0.9%
4	C=CCC(C#Cc1ccc(C)cc1)N(CC)CC (stereo not given)	-8	1	20	2%	-8%	-1	2%	3%	1	-1%	-0.4%
5	CCCCNC(C(=O)Nc1cccc(S(=O)(=O)N2CCOCC2)c1)c1ccccc1 (stereo not given)	3	-4	7	0%	5%	-13	4%	-3%	29	1%	-1.1%
6	Cc1ccccc1NC(=O)c1ccc(-n2cncn2)nc1	13	2	4	0%	-8%	0	2%	-18%	5	7%	0.3%
7	c1ccc(Cn2c(Sc3nnnn3-c3ccccc3)nnc2-c2ccccc2)cc1	-1	5	24	-2%	2%	-2	0%	18%	.	9%	-0.1%
8	O=C(CCc1nnc(-c2ccccc2)o1)c1ccc(Cl)cc1	-10	0	-3	-2%	-3%	8	0%	.	.	2%	0.3%
9	O=C1/C(=C\c2ccsc2)N2CCC1CC2	19	0	0	.	-10%	-5	-1%	.	3	-2%	-0.4%
10	O=C(NNC(=O)c1ccc[nH]1)Nc1cccc(C(F)(F)F)c1	-27	0	-2	.	1%	16	1%	.	3	7%	-0.3%
11	COc1ccc(CNC(=S)Nc2ccc3nc(N4CCN(C)CC4)cc(C)c3c2)cc1	8	1	8	0%	8%	-19	0%	-2%	-3	0%	0.4%
12	O=C(NCc1nc2ccccc2[nH]1)C1=C[C@@H](c2ccccc2)C[C@@H](OCCCCO)O1	1	-7	36	1%	25%	-17	3%	-19%	-3	3%	-0.6%
13	Cc1cc(C)c(C#N)c(SCC(=O)Nc2nnc(-c3ccccc3)s2)n1	22	-2	0	-2%	36%[activator]	-14	0%	7%	2	4%	0.3%
14	COc1cccc(NC(=O)C2CCCN2S(=O)(=O)c2ccc3c(c2)C(C)(C)C(=O)N3C)c1 (stereo not given)	9	0	-5	.	0%	-3	-5%	3%	-2	-10%	0.2%
15	CC(=O)Nc1nccc(-c2cc(-c3ccccc3)no2)n1	-6	4	1	0%	4%	3	3%	.	2	-3%	-0.2%
16	CCCCn1c(N)c(N(CCOC)C(=O)CSCc2ccccc2C)c(=O)[nH]c1=O	-9	.	4	.	.	27	3%	.	-7	.	-0.9%
17	COc1ccc2ccccc2c1/C=N\NC(=O)c1ccc(C)s1	7	.	-16	-7%	4%	-5	-1%	.	6	0%	0.2%
18	O=C(c1cnccn1)N(Cc1ccco1)C1(C(=O)NC2CCCC2)CCCCC1	4	5	-9	2%	-5%	6	1%	-8%	3	0%	0.4%
19	O=C(C1CCC(=O)N1Cc1ccccc1Cl)N1CCN(c2ccc(F)cc2)CC1 (stereo not given)	28	2	4	2%	-9%	-5	-1%	-12%	6	0%	0.6%
20	O=C(Nc1cccc(Cl)c1)c1cnc[nH]1	5	-4	3	1%	48%[activator]	6	0%	9%	-4	.	0.1%
21	C=CCc1cc(Cl)ccc1OCCNCCOC	22	2	5	1%	3%	2	-6%	16%	8	-1%	-0.3%
22	O=C(Nc1ccc(Cl)cc1)N1CCc2[nH]c3ccccc3c2C1	9	.	-2	-4%	19%	-6	1%	?	-4	3%	0.0%
23	CCOC(=O)CSc1nc2sc(C)c(C)c2c(=O)n1N	9	-2	3	1%	1%	21	3%	1%	3	2%	0.0%
24	CN(C)S(=O)(=O)c1cccc(COC(=O)c2ccc(Cl)cc2O)c1	9	0	-4	1%	4%	3	-10%	.	1	9%	-0.5%
25	Cc1ccc(Cn2ccc(=O)c(Cc3c(Cl)cccc3Cl)c2C)cc1	-8	4	-11	2%	0%	0	2%	-27%	3	-2%	-0.8%
26	c1ccc(CN(Cc2cccs2)C(c2cccs2)c2nnnn2C2CCCC2)cc1 (stereo not given)	-9	-2	-7	-3%	2%	-43	-2%	1%	8	-2%	-0.1%
27	CC(C)(C)OC(=O)N1CC(O)CC1C(=O)OCC(=O)c1ccccc1 (stereo not given)	-4	5	-1	0%	0%	14	5%	-3%	-3	0%	-0.1%
28	COc1ccc(CCNc2oc(COc3ccc(Br)cc3)nc2C#N)cc1OC	?	1	-4	4%	5%	1	2%	18%	3	1%	-3.1%
29	Cc1ccc(N2CC(C(=O)Nc3ccc4c(c3)OCCO4)CC2=O)cc1 (stereo not given)	7	-1	3	-1%	8%	-12	4%	-17%	?	0%	-0.1%
30	CCN(C(=O)c1ccc2c(Cl)c3c(nc2c1)CCC3)c1cccc(C)c1	.	-1	.	.	10%	.	4%	-18%	-4	-2%	-0.5%
31	O=C(NC1CCCCC1)C(c1ccncc1)N(Cc1ccc(F)cc1)C(=O)c1ccccn1 (stereo not given)	6	2	7	-1%	-11%	-2	4%	-7%	4	10%	-0.1%
32	COc1ccc(CC(=O)N2CC3(C)CC2CC(C)(C)C3)cc1OC (stereo not given)	-12	-1	-6	10%	7%	2	2%	-10%	5	-4%	-0.3%
33	COC1=CC(=Cc2c(N)n3nc(CC(=O)N4CCOCC4)sc3nc2=O)C=C(OC)C1=O	-8	-4	-3	2%	?	-14	21%	25%	-5	-2%[0.46 µM]	0.5%
34	Cc1nc2c(C(=O)N3CCOCC3)cnn2c(C)c1Cc1cccc(Cl)c1	.	1	.	0%	14%	.	1%	1%	-2	-2%	0.3%
35	CCN1C(=O)/C(=C\c2ccc(F)cc2)N=C1SCC(=O)NCc1ccco1	16	-1	-3	2%	13%	-10	-1%	8%	?	-2%	0.0%
36	O=C(O)CCN1C(=O)c2ccc(Oc3ccc4c(c3)C(=O)N(CCC(=O)O)C4=O)cc2C1=O	6	4	13	0%	0%	-3	5%	12%	0	-10%	-0.2%
37	Cc1cccc(NC(=O)COc2ccccc2C)n1	10	1	-7	0%	0%	-3	-1%	-16%	?	-3%	-2.0%
38	COc1ccc(C(=O)/C=C(\N)C(F)(F)F)c(O)c1	12	1	4	5%	12%	11	0%	3%	1	-2%	0.0%
39	CN(C)S(=O)(=O)n1cc(/C=C(\NC(=O)c2ccccc2)C(=O)N2CCOCC2)c2ccccc21	10	-1	-19	-1%	-3%	-2	-4%	?	-2	.	-0.1%
40	CCOc1ccc(N2C(=O)CC(Sc3ccccc3C(=O)O)C2=O)c([N+](=O)[O-])c1 (stereo not given)	6	6	-6	-1%	-12%	-16	3%	?	-3	?	-0.6%
41	O=C(O)CCCNC(=O)/C(=C\c1ccc(Cl)cc1)NC(=O)c1ccc(Br)cc1	-29	10	-16	4%	3%	-2	0%	-3%	-1	4%	-0.2%
42	c1ccc(Nc2nc(N3CCCC3)nc(N3CCCC3)n2)cc1	11	1	2	0%	-6%	-18	0%	1%	0	0%	-0.2%
43	CCC(=O)n1nc(-c2ccccc2)nc1N	9	-1	-11	.	9%	2	2%	9%	1	-12%	-1.7%
44	C#CCOCCOCCOCCNc1nc(N2CCN(C(=O)CCCCCCCCCCNC(=O)[C@@H](CCC(=O)O)n3cc(CCCCCN)nn3)CC2)nc(N2CCN(C(=O)CCCCCCCCCCNC(=O)[C@H](CO)n3cc(CCCSC)nn3)CC2)n1	49[activator]	.	7	.	.	3	-10%	.	7	.	-0.1%
45	Cc1ccc(C(=O)CCC(=O)OCC(=O)N(CC(C)C)c2c(N)n(Cc3ccccc3)c(=O)[nH]c2=O)cc1	-11	.	-2	.	.	4	-7%	.	2	.	0.2%
46	CCCCC/C(=N\NC(=O)CCC(=O)NCc1ccccc1)c1ccccc1	7	0	-10	.	6%	-14	0%	-15%	-1	0%	0.8%
47	CC1CCN(C(=O)COC(=O)COc2ccccc2C#N)CC1	-22	.	-9	.	.	5	-1%	.	-2	.	-0.7%
48	O=C(C1=C(O)/C(=C/c2ccc(O)cc2)CCC1)C(F)(F)F	-4	9	6	-1%	68%[activator]	-1	4%	54%[activator]	-2	10%	0.3%
49	CC(C)COC(=O)N1C[C@H](O)C[C@H]1C(=O)Nc1ccc(Cl)cc1	-25	0	1	.	7%	13	0%	-1%	2	.	0.4%

From PubChem
